High-throughput results as filed in PubChem.
Casp1 inh: blocks human caspase-1 allosterically or competitively; 75,000 tested, 0.03% active; Potency, µM (top dose mostly 57.5 µM), for the others: top-dose activity change, negative = inhibition, actives largely listed as inhibitors; Caspase-1 enzyme, Ac-WEHD-AFC fluorogenic rate; AID 900; P29466;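 note: potency is the fitted concentration of half-maximal effect; plate controls were vehicle for no effect and no substrate for full effect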
A350 autofl: A350 region autofluorescence; 59,000 tested, 11% active; max dye-equivalent concentration, M; Compound autofluorescence, 340/450 nm, Alexa 350 dye-equivalents; stronger effect = higher value; in the data active = max dye-equivalent concentration above about 10 nM; inconclusive = mostly about 1.1 nM to 9.6 nM
TexasRed autofl: compound fluoresces in the Texas Red spectral region | Compound fluorescence, Texas Red channel, 547/618 nm; stronger effect = higher value | max dye-equivalent concentration, M | AID 587 | 59,000 tested, 0.06% active; in the data active = max dye-equivalent concentration above about 10 nM; inconclusive = between about 1.1 nM and that limit
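Pin-transferred compounds and Texas Red standards go into 100 mM Tris buffer, pH 8.0. After 15 min at room temperature, plates are imaged with 547/618 nm filters. Each value is a dye-equivalent concentration derived from the per-plate dye curve.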
BRCT inh red: inhibitors of human BRCA1 BRCT-phosphoprotein interaction (red fluorophore); AID 892; BRCT-phosphopeptide binding, red fluorescence polarization; Potency, µM (series often up to 76.9 µM), for the others: at the highest dose activity change, negative = inhibition, actives largely listed as inhibitors; P38398; 75,000 tested, 0.03% active; note: % is set by controls: 0 for no effect and ±100 for the full control effect
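Rhodamine-labelled pBACH1 10-mer (100 nM) bound to BRCT domain (100 nM) at pH 7.3; compounds incubated 12 min room temperature, polarization read. Free peptide defines full inhibition; unlabelled decapeptide titrated as control.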
HEK293 cAMP ctrl: raises cAMP in parental HEK293 cells, TSHR agonist counter-screen | 73,000 tested, 2.5% active | Potency, µM (highest dose often 57.1 µM), for the others: top-dose activation, most hits filed as activators | parental HEK293 CNG cAMP sensor, membrane potential fluorescence; note: potency is the fitted concentration of half-maximal effect; % of control where 0% means no effect; nearly all actives have a fitted effect of over 55% in size
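Counterscreen for endogenous-receptor signalling: CNG-channel HEK 293 cells report cAMP rise by membrane depolarization. After 60 min dye equilibration with 100 uM RO 20-1724, compounds incubated 30 min before bottom-read fluorescence at 590 nm.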
USP2a inh: inhibitors of human ubiquitin-specific protease USP2a. O75604. USP2a enzymatic assay, qHTS inhibition. Potency, µM (highest dose often 38.3 µM), inactives show at the highest dose activity change, negative = inhibition, actives largely listed as inhibitors. 60,000 tested, 0.1% active. AID 927;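 note: potency is the fitted concentration of half-maximal effect; nearly all actives have a fitted effect of over 60% in size; plate controls were DMSO for no effect and NEM full inhibition control for full effect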
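Inhibition is measured in a cell-free coupled assay with 20 nM USP2 core, 20 nM Ub-PLA2 and 20 uM NBD C6-HPC, 2.5 h incubation. Activity normalized to NEM control.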
Casp7 inh: blocks human caspase-7 allosterically or competitively. P55210. recombinant caspase-7, Ac-DEVD-AFC fluorescence rate. Potency, µM (doses to about 57.5 µM), without a hit: at the top dose activity change, negative = inhibition, actives largely listed as inhibitors. 75,000 tested, 0.02% active. AID 889; active = well fitted inhibition curve with a large enough effect in the main read-out, with a control signal flat, not every such curve was filed as active; inconclusive = small, poorly fitted or top-dose-only effect, or a change in a side signal; note: potency is the fitted concentration of half-maximal effect; % of control where 0% means no effect
BRCT inh green: blocks human BRCA1 BRCT binding to phosphopeptide, green readout; P38398; BRCA1 BRCT-phosphopeptide binding, green fluorescence polarization; AID 875; 75,000 tested, 0.05% active; Potency, µM (highest dose often 76.9 µM), for the others: at the highest dose activity change, negative = inhibition, usual class: inhibitors;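 note: potency is the fitted concentration of half-maximal effect; plate controls were peptide without protein for full effect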
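Fluorescence polarization: His-tagged BRCT (~35 kDa BRCA1 C-terminus, 250 nM) bound to 100 nM fluorescein-labeled phosphorylated 10-aa BACH1 peptide, pH 7.3 phosphate buffer with DTT and Tween 20. Compounds incubated 12 min at room temperature; inhibition read as lowered polarization.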
Rhodamine autofl: compound fluoresces in the rhodamine spectral region | max dye-equivalent concentration, M | Rhodamine-region fluorescence, 547/598 nm, Tris buffer; stronger effect = higher value | 59,000 tested, 0.05% active; in the data active = max dye-equivalent concentration above about 11 nM; inconclusive = between about 1.1 nM and that limit
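A six-point rhodamine series on each plate calibrates the signal. Compounds sit in 100 mM Tris (pH 8.0) for 15 min at ambient temperature before imaging through 547 nm/598 nm filters.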
Fluorescein autfl: fluorescein region autofluorescence; Compound autofluorescence, 480/540 nm, fluorescein-equivalent; stronger effect = higher value; max fluorescein-equivalent concentration, M; 59,000 tested, 0.91% active; AID 593; in the data active = max fluorescein-equivalent concentration above about 10 nM; inconclusive = between about 1.1 nM and that limit
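Values reflect compound autofluorescence, normalized to fluorescein on the same plate and reported at each tested concentration. Conditions: 100 mM Tris pH 8.0, room temperature, 15 min, excitation 480 nm, emission 540 nm.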
4MU fluor: compound fluoresces in the 4-MU spectral region | compound autofluorescence, 340/450 nm, 4-MU equivalents; stronger effect = higher value | max dye-equivalent concentration, M | 59,000 tested, 11% active; in the data active = max dye-equivalent concentration above about 10 nM; inconclusive = mostly about 1.1 nM to 9.6 nM
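Intrinsic fluorescence at 340/450 nm (ex/em) was read after 15 min at room temperature in pH 8.0, 100 mM Tris. Each compound concentration expressed as 4-MU-equivalent concentration from a six-point 4-MU standard series on each plate.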
Numbers without * were called inactive; i = inactive; ? = inconclusive; . = not tested or not shown; & = joins results of further samples; [ ] = another dose, or the depositor's remark. Unless noted, calls come from the whole dose curve; as a rule, active = well fitted curve in the direction sought with a large enough effect; inconclusive = small, poorly fitted or top-dose-only effect, or another doubt; inactive = no such curve, though single readings can be large; an effect the other way counts as inactive or inconclusive. The list is partial (hit frequency here may not be typical).

SMILES,Casp1 inh,A350 autofl,TexasRed autofl,BRCT inh red,HEK293 cAMP ctrl,USP2a inh,Casp7 inh,BRCT inh green,Rhodamine autofl,Fluorescein autfl,4MU fluor
CCOC(=O)N1CCN(C(C)C(=O)c2c[nH]c3ccccc23)CC1 (configuration not stated),-2.3%,?,i,-0.8%,0.9%,13.8%,-3.0%,0.2%,i,?,i
CC1COC2=C1C(=O)C(=O)c1c2ccc2c1CCCC2(C)C (configuration not stated),-13.7%,.,.,-5.7%,.,20.5%,?,-1.3%,.,.,.
CC(C)N[C@@H](C)Cc1ccc(I)cc1,-1.7%,1.48e-08M*,i,1.3%,0.7%,-3.2%,1.2%,-2.7%,i,?,1.67e-08M*
CC(=Nc1ccc2c(c1)CCC2)c1c(O)n(C)c(=O)n(C)c1=O,-1.3%,i,i,-0.7%,24.1%,2.6%,-0.1%,1.7%,i,i,i
CCN(CC)C(=O)c1ccc(N2C(=O)C3CC=C(Cl)CC3C2=O)cc1 (configuration not stated),-3.1%,.,.,-0.1%,1.0%,16.1%,-1.3%,-2.7%,.,.,.
Fc1ccccc1N1CCN(Cc2ccc3c(c2)OCO3)CC1,-2.6%,.,.,0.6%,4.1%[11.4 µM],2.6%[7.66 µM],-1.7%,-1.5%,.,.,.
CCN1C[C@]2(C)CC[C@H](O)[C@@]34[C@@H]5CC6[C@@H](OC)C[C@@](O)([C@@H]5[C@@H]6O)[C@H](C[C@@H]23)[C@H]14,-1.6%[25.7 µM],i,i,0.9%[34.4 µM],4.8%[25.6 µM],-10.0%[17.1 µM],2.7%[25.7 µM],1.0%[34.4 µM],i,?,i
N#Cc1nn(-c2c(Cl)cc(C(F)(F)F)cc2Cl)c(N)c1S(=O)C(F)(F)F (configuration not stated),1.6%,.,.,-2.7%,.,-2.0%,-1.8%,-1.5%[3.08 µM],.,.,.
O=C1CSC2N1CCNC21CCCCC1 (configuration not stated),0.1%,i,i,-1.6%,-3.5%,-5.4%,0.9%,0.4%,i,i,i
O=P1(NCc2ccco2)COc2ccccc2OC1,-0.9%,i,?,-2.4%,-1.9%,0.6%,-0.5%,-3.5%,i,?,i
CCOP(=S)(OCC)SCSC(C)(C)C,0.3%,.,.,-2.0%,?,.,-1.8%,-2.1%,.,.,.
CN(C(=O)Cc1ccc(Cl)c(Cl)c1)[C@H](CN1CCCC1)c1cccc(N=C=S)c1,-3.5%,.,.,-0.6%,-2.8%,.,1.4%,-2.0%,.,.,.
NCc1cc(=O)[nH]o1,0.9%&0.8%,i,i,0.2%&-1.4%,?,0.4%,0.4%&0.9%,-2.0%&-3.0%,i,i,i
O=C(NC(=O)c1ccccc1Cl)Nc1ccc(OC(F)(F)F)cc1,0.6%,.,.,0.1%,.,-5.2%,1.1%,-1.6%[3.08 µM],.,.,.
COC1(CS(=O)c2ccccc2)CCN(CCc2c[nH]c3ccc(F)cc23)CC1 (configuration not stated),1.9%,.,.,-0.4%,-6.6%,.,2.7%,4.7%,.,.,.
O=C(c1ccc2c(c1)OCO2)N1CCC2(CC1)OCCO2,-1.0%,.,.,-0.7%,0.3%,.,-0.1%,-1.0%,.,.,.
Cc1ccc(S(=O)(=O)NCC2CCC(C(=O)N3CCC4(CC3)OCCO4)CC2)cc1 (configuration not stated),-1.4%,i,i,-1.1%,7.2%,15.3%,0.5%,-2.1%,i,i,i
CC(=NCCCN1CCOCC1)c1c(O)[nH]c(=O)[nH]c1=O,1.8%,i,i,0.5%,-3.9%,3.4%,2.4%,-0.1%,i,i,i
O=C(O)CN1CCN(CC(=O)O)CC(=O)[O][Hg][O]C(=O)C1,-2.1%[11.5 µM],?,i,-3.9%[15.4 µM],-6.6%[11.4 µM],.,-2.2%[11.5 µM],0.0%[15.4 µM],i,i,i
Clc1cc(Cl)c(Cl)c(Cl)c1,-2.4%,.,.,-1.3%,6.9%,.,1.6%,3.5%,.,.,.
Cc1[nH]c2ccccc2c1/C=N/O,-1.4%,i,i,0.0%,3.6%,-0.3%,-1.3%,-1.2%,i,i,i
O=NN(CCO)CCO,0.3%,.,.,2.1%,2.9%,.,0.1%,-3.7%,.,.,.
CN(C)CCN=Cc1c(O)n(-c2cccc3ccccc23)c(=O)[nH]c1=O,-0.3%,i,i,-0.5%,3.5%,2.1%,2.7%,-0.6%,i,i,i
CNCCc1c[nH]c2ccccc12,.,5.57e-08M*,?,.,.,.,.,.,i,i,4.52e-08M*
O=c1[nH]c(=O)n(Cc2ccccc2)c(O)c1C=NCCCn1ccnc1,-0.2%,i,i,0.2%,-5.0%,-1.0%,-0.4%,39.4%[activator],i,?,i
N[C@@H]1CCc2cc(O)c(O)cc2C1,-0.9%,1.74e-08M*,?,0.7%,3.5%,1.5%,3.2%,-1.5%,i,?,1.82e-08M*
CC(=O)NCCc1c[nH]c2ccccc12,-2.7%,i,?,-1.8%,?,-0.2%,2.4%,5.0%,i,i,i
CCOP1(=S)Oc2cc3c(cc2C(C(=O)OC)(C(F)(F)F)O1)OCO3 (configuration not stated),0.9%,i,i,-0.1%,?,0.7%,0.7%,1.6%,i,i,i
CS(=N)(=O)CC[C@@H](N)C(=O)O (some centres not stated),0.1%[25.7 µM],i,i,-0.9%[34.4 µM],-2.0%[25.6 µM],-5.2%[17.1 µM],-0.6%[25.7 µM],-1.1%[34.4 µM],i,?,i
C[C@]12CC[C@H]3[C@@H](CCC4=CC(=O)CC[C@@]43C)[C@@H]1CC[C@@H]2O,-4.4%,.,.,-0.6%,-31.7%[inhibitor],.,-2.9%,-1.0%,.,.,.
CCCC(=O)c1c(O)[nH]c(=O)[nH]c1=O,-1.4%,i,i,0.5%,19.4%,3.1%,-0.6%,-2.5%,i,i,i
CCCCC/C=C\C/C=C\C/C=C\C/C=C\CCCC(=O)Nc1ccc(O)cc1,-5.4%,.,.,-2.3%,12.8%,.,-6.2%,-1.6%,.,.,.
C=Cn1ccnc1P(=S)(c1nccn1C=C)C1CCCCC1,-0.5%,i,i,1.3%,-3.3%,10.5%,0.9%,-1.0%,i,i,i
CCCCC(CC)COC(=O)c1ccc(C(=O)OCC(CC)CCCC)c(C(=O)OCC(CC)CCCC)c1 (configuration not stated),-0.5%,.,.,0.8%,-12.0%,.,4.8%,-3.3%,.,.,.
C[C@@]12CCC3C(CCC4=CC(=O)CC[C@]43C)C1CCC2O (some centres not stated),-2.6%,.,.,0.4%,.,-15.1%,-12.5%,-1.2%,.,.,.
CCCCSP1(=S)NCCCN1,.,?,i,.,.,.,.,.,i,i,i
O=C1CCCC2C3CCCN4CCCC(CN12)C34 (configuration not stated),0.8%,i,i,-1.1%,-1.8%,-16.0%,0.1%,-2.5%,i,?,i
COc1cccc(N2C(=O)CC(=O)NC2=O)c1,-0.7%,.,.,0.3%,22.9%,2.1%,-0.8%,-3.1%,.,.,.
Cc1ccc(CN2CC3CC(C2)c2cccc(=O)n2C3)cc1 (configuration not stated),0.2%,.,.,-0.1%,14.5%,11.8%,-0.7%,2.6%,.,.,.
CC(C)=CCCC(C)C1CC[C@@]2(C)C3=C(CC[C@@]12C)C1(C)CCC(O)C(C)(C)C1CC3 (some centres not stated),-0.4%,.,.,-1.4%,.,59.9%[activator],-2.3%,-2.0%,.,.,.

3 entries out of the list, ordered by molar mass, ascending.
SMILES,Casp1 inh,A350 autofl,TexasRed autofl,BRCT inh red,HEK293 cAMP ctrl,USP2a inh,Casp7 inh,BRCT inh green,Rhodamine autofl,Fluorescein autfl,4MU fluor
CC(=O)NCCc1c[nH]c2ccccc12,-2.7%,i,?,-1.8%,?,-0.2%,2.4%,5.0%,i,i,i
CC(=NCCCN1CCOCC1)c1c(O)[nH]c(=O)[nH]c1=O,1.8%,i,i,0.5%,-3.9%,3.4%,2.4%,-0.1%,i,i,i
CC(=Nc1ccc2c(c1)CCC2)c1c(O)n(C)c(=O)n(C)c1=O,-1.3%,i,i,-0.7%,24.1%,2.6%,-0.1%,1.7%,i,i,i

Next part
SMILES,Casp1 inh,A350 autofl,TexasRed autofl,BRCT inh red,HEK293 cAMP ctrl,USP2a inh,Casp7 inh,BRCT inh green,Rhodamine autofl,Fluorescein autfl,4MU fluor
C[C@H]1CC[C@@H]2[C@@H](C)C(=O)O[C@H]3O[C@@]4(C)CC[C@H]1[C@@]32OO4,-3.6%[25.7 µM],i,i,-0.3%[34.4 µM],79.7%[25.6 µM],-5.1%[17.1 µM],-0.6%[25.7 µM],-0.9%[34.4 µM],i,?,i
CC(C)[N+](=O)[O-],1.5%,.,.,-1.0%,11.7%,.,-0.2%,-1.2%,.,.,.
CN(C)C1C(=O)C(C(N)=O)=C(O)[C@@]2(O)C(=O)C3=C(O)c4c(O)ccc(Cl)c4[C@](C)(O)C3CC12 (some centres not stated),-8.8%,.,.,-2.9%,.,10µM*,-19.0%,-2.6%[3.08 µM],.,.,.
C=CC1CC=CCC1 (configuration not stated),-2.8%,.,.,0.0%,28.9%,.,-3.5%,-0.7%,.,.,.
O=C(CCCN1CCC2(CC1)C(=O)N(CCc1ccc(N=C=S)cc1)CN2c1ccccc1)c1ccc(F)cc1,.,i,i,.,?,.,.,.,i,?,i
Cn1ncnc2c(=O)n(C)c(=O)nc1-2,12.6µM*,i,i,-1.7%,?,-29.4%,?,-0.5%,i,i,i
N[C@@]1(C(=O)O)CC[C@H](C(=O)O)C1,-1.3%&-0.9%&-0.9%,.,.,-1.6%&-3.8%&1.3%,3.4%&3.2%&1.3%,2.0%,0.9%&1.4%&-0.2%,-0.9%&0.4%&16.2%,.,.,.
